High-throughput results (PubChem)
NTR1 agonist – agonists of NTR1, primary screen, imaging, U2OS cells, beta-arrestin-GFP, high content (AID 493036) | P30989 | actives 0.17% (n = 330,000) | NTR1-U2OS beta-arrestin-GFP spot imaging, agonist mode | activation, % at 20 µM;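 active = activation at or above 40% of the spot to cytoplasm intensity ratio, with at least 20 cells analyzed; inconclusive = wells under 20 cells, flagged as cytotoxic or low count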;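 also: 0% = DMSO without peptide and 100% = 100 nM NTR1 peptide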
Target sequence (P30989 whole entry, looked up): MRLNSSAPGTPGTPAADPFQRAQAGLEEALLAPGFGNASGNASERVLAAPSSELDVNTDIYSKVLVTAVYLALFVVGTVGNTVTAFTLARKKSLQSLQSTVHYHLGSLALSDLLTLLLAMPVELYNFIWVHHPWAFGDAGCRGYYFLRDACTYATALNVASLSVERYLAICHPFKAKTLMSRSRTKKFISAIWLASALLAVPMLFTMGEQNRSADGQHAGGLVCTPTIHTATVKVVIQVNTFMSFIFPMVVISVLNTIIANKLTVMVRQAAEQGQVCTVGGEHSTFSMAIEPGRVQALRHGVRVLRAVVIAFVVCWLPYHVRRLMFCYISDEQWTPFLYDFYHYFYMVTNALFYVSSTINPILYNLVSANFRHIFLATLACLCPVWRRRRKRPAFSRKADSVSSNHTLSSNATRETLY
GPR35 antagonists – inhibition of zaprinast-stimulated GPR35 beta-arrestin translocation – imaging, U2OS, beta-arrestin-GFP, zaprinast agonist, primary screen (AID 2058); U2OS GPR35 beta-arrestin-GFP translocation imaging, zaprinast antagonism; higher % means a stronger effect; inhibition, % at 10 µM, or IC50 in µM where a hit was titrated; actives 0.052% (n = 290,000);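 active = inhibition of at least 50% with at least 30 cells and total cytoplasm GFP at most 10,000,000; inconclusive = under 30 cells or total GFP of 10,000,000 plus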
GPR55 antagonists – inhibition of LPI-stimulated GPR55 beta-arrestin translocation – imaging, U2OS, beta-arrestin-GFP, LPI agonist, primary screen (AID 2013) | U2OS GPR55 beta-arrestin-GFP translocation imaging, LPI antagonism; higher % means a stronger effect | one-dose inhibition, % at 10 µM; IC50 in µM for titrated hits | actives 0.13% (n = 290,000);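 active = spots per cell inhibited over 60%, with over 100 cells counted and total cytoplasm intensity under 500,000; inconclusive = wells with under 100 cells, flagged as likely toxic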;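 also: U2OS cells stably carrying GPR55 and arrestin-GFP stimulated by 5 µM LPI near EC80; imaged beta-arrestin-GFP aggregate spots per cell after agonist stimulation; plate controls were LPI-stimulated DMSO wells for no effect and DMSO wells without LPI for full effect; some results filed as inactive read as strong as hits; confirmed hits need IC50 under 10 µM and bright autofluorescent wells are also inconclusive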
GPR55 activation – GPR55 agonists via beta-arrestin recruitment, primary screen, imaging, U2OS cells, beta-arrestin-GFP redistribution (AID 1961) | one-dose activation, % at 10 µM; EC50 in µM for titrated hits | U2OS GPR55 beta-arrestin-GFP redistribution imaging; higher % means a stronger effect | actives 0.048% (n = 290,000);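 active = activation above 40% with more than 50 cells counted in the well; inconclusive = wells holding fewer than 50 cells, flagged as toxic or sparse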;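 also: U2OS osteosarcoma cells stably expressing GPR55 and beta-arrestin-GFP; plate controls were DMSO negative control for no effect and LPI positive control for full effect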
T cell HTS – modulates CD8 T cell binding to vesicles; 2C CD8+ T cell-vesicle binding, flow cytometry; active compounds read low; calls only at 7 µM; actives 0.068% (n = 330,000);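 active = response, share of CD8 T cells binding vesicles, and their 90th percentile fluorescence all below set limits, cut at about 80% in these data, passing the limit was not always enough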
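incubation = binding step 1.5 h, 37 °C, antibody labelling 20 min, ice | test system = 2C mouse CD8+ T cells | read-out basis = percent CD8+ FL2 mean versus row control | controls = Peptide-free naked vesicles (low) and QL9 vesicles with 0.7% DMSO vehicle (high) | detection = flow cytometry of vesicle-bound cells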
Lipid droplet – modulators of hepatic lipid droplet formation; AML12 mouse hepatocytes, oleate lipid droplets, BODIPY imaging; inhibition, % at 6.5 µM; actives 0.4% (n = 240,000);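 active = lipid droplet intensity inhibited by at least 50%, with more than 500 cells counted; inconclusive = wells with under 300 cells, treated as cytotoxic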
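Assay system: AML12 mouse liver cells | Compound: 6.5 µM single-point dosing | Schedule: Overnight exposure | Technique: Fluorescence imaging, 20x objective, two fields per well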
LYP phosphatase – PTPN22 lymphoid phosphatase activity blockers – biochemical, fluorescence intensity, uHTS (AID 1779); actives 0.054% (n = 290,000); recombinant LYP phosphatase, fluorescence intensity; higher % means a stronger effect; one-dose inhibition, % at 11.5 µM; IC50 in µM for titrated hits; in the data active = inhibition above about 50%;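 also: plate controls were vehicle with enzyme for no effect and no enzyme for full effect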
Large T inhibition – SV40 large T antigen inhibitors, biochemical (AID 1903); SV40 large T antigen ATPase/helicase inhibition assay; higher % means a stronger effect; inhibition, % at 20 µM, or IC50 in µM where a hit was titrated; actives 0.39% (n = 310,000); in the data active = a potency from the dose series; inconclusive = inhibition mostly from about 32% at the one dose, without a potency; inactive = the rest, 99 in 100 with inhibition below about 32%; also: strong numbers were not always called active
MgcRacGAP inhibition – MgcRacGAP GTPase-activating activity inhibitors, confirmation, biochemical, ADP Hunter fluorescence; MgcRacGAP-stimulated Rac1 GTP hydrolysis, ADP Hunter fluorescence; higher % means a stronger effect; GST-tagged Rac1 F28L mutant substrate; one-dose inhibition, % at 30 µM; IC50 in µM for titrated hits; actives 0.6% (n = 340,000); AID 624330;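 active = first-screen hits whose inhibition reached a set limit at any dose in the follow-up dose series; inconclusive = inhibition above the set first-screen limit but never retested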;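 also: fluorescence reports GDP produced by GAP-driven GTP hydrolysis; strong numbers were not always called active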
Lipid droplet cells 6.5 µM – second read-out of Lipid droplet, no call of its own (marks repeat the call); cell count; measured here: cell count, cytotoxicity flag;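 cells counted across two imaged fields per well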
T cell HTS vesicle-bound % – second read-out of T cell HTS, no call of its own (marks repeat the call); double positive events, %; measured here: CD8+ vesicle-bound cell fraction;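 binding gate set so that unloaded-vesicle control wells show 10% double positive cells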
NTR1 agonist cell count 20 µM – also measured in NTR1 agonist; calls as there; cell count; measured here: cell count, cytotoxicity flag
The depositor's hits bear a star; i = inactive; u = inconclusive; x = no result given. Compounds as they come; overall some 1.8% were active at least once.

Below each SMILES: NTR1 agonist	NTR1 agonist cell count 20 µM	GPR35 antagonists	GPR55 antagonists	GPR55 activation	T cell HTS	T cell HTS vesicle-bound %	Lipid droplet	Lipid droplet cells 6.5 µM	LYP phosphatase	Large T inhibition	MgcRacGAP inhibition
O=C(O)CCCNC(=O)Cc1ccccc1
 : 0.8	49	2%	-1%	-0.3%	i	60	2	743	-7%	3%	-3%
Cc1nc(CS(=O)(=O)c2ccccc2)cc(N2CCOCC2)n1
 : 0.7	65	17%	-3%	0.1%	i	57	x	x	-9%	-17%	1%
O=C(COC(=O)CCCOc1ccc(Cl)cc1Cl)Nc1cccc(Cl)c1
 : -0.9	62	-6%	2%	-0.2%	i	34	x	x	-6%	11%	7%
O=C(c1ccccc1)N1CCN(C2CC3CCC2C3)CC1 (centres undefined)
 : -0.6	32	4%	3%	-0.4%	i	8	x	x	-5%	6%	27%
CCc1nnc(SCC(=O)Nc2ccc(F)cc2)o1
 : -0.4	39	-19%	0%	0.0%	i	27	-8	733	0%	19%	2%
NC(=O)[C@@H]1CC2(CC(c3cccc(NC(=O)[C@@H]4CCC(=O)N4)c3)=NO2)CN1C(=O)Cc1ccc([N+](=O)[O-])cc1 (some centres undefined)
 : -2.3	73	-13%	-11%	-0.2%	i	4	x	x	-6%	-5%	10%
COc1ccccc1N1CCN(C(c2ccccc2)c2nnnn2CCc2ccccc2)CC1 (centres undefined)
 : 6.6	45	-9%	7%	0.1%	i	0	-32	728	-1%	10%	13%
Cc1ccc(N(CC(=O)NCc2ccc(F)cc2)S(=O)(=O)c2cccs2)cc1
 : -0.8	62	6%	0%	-0.2%	x	x	10	803	2%	10%	11%
Cc1cc(C)c(O)c(C2(O)C(=O)c3ccccc3C2=O)c1
 : -0.2	60	10%	4%	0.5%	i	2	-16	704	-4%	-1%	6%
COc1cccc(C(=O)CSc2nccn2C)c1
 : -1.1	59	5%	9%	-0.1%	i	56	2	794	-4%	9%	11%
CC(=O)Nc1ccc(S(=O)(=O)N2CCN=C2C)cc1
 : -0.4	48	9%	12%	-0.1%	i	36	17	761	-3%	1%	1%
COc1cc(/C=N/NC(=O)CNc2n[nH]c(=O)[nH]c2=O)ccc1O
 : 0.8	46	-6%	2%	0.7%	i	42	12	541	-3%	8.9µM*	36µM*
CCCN(Cc1ccccc1)C(=S)Nc1cccc(C(F)(F)F)c1
 : 0.5	82	-3%	3%	0.6%	i	61	14	701	-12%	-3%	4%
COc1ccc(S(=O)(=O)NCCc2ccc(F)cc2)cc1
 : 1.5	82	-14%	-11%	-0.1%	i	26	5	757	-6%	3%	5%
Cc1nc(-c2nnc(SCC(=O)Nc3cc(Cl)cc(Cl)c3)n2C)cs1
 : 1.0	48	6%	12%	0.1%	i	36	3	638	-6%	12%	3%
c1ccc(-n2nnnc2SCc2ccccn2)cc1
 : -1.0	87	8%	-6%	-0.1%	i	31	5	761	-7%	4%	1%
CCCS(=O)(=O)c1c(S(=O)(=O)CCC)c2ccccn2c1C(=O)OC
 : -3.1	86	4%	-8%	-0.2%	i	13	-5	779	4%	17%	-1%
Cc1ccnc(NS(=O)(=O)c2ccc(NC(=O)Cc3c(F)cccc3Cl)cc2)n1
 : -0.1	62	-12%	1%	-0.3%	i	58	-5	784	-11%	4%	6%
COc1ccc(C(=O)N/N=C(\C)c2ccc3c(c2)C2C=CCC2C(c2ccccc2)N3)cc1 (centres undefined)
 : x	x	-11%	0%	0.1%	i	22	4	697	5%	20%	2%
Nc1c2c(nc3sc4c(c13)CCCC4)-c1ccccc1CC2
 : 17	43	-2%	3%	0.4%	i	31	30	640	-2%	15%	13%
Cc1[nH][nH]c(=O)c1C(c1ccc(N(C)C)c(Br)c1)c1c(C)[nH][nH]c1=O
 : 1.9	64	-2%	12%	0.3%	i	35	21	825	-1%	16%	11%
Cc1ccc(-n2nnc(-c3cc4ccccc4nc3Cl)n2)cc1
 : 3.4	70	-16%	-7%	-0.1%	i	26	-29	706	-5%	5%	9%
O=C(NCc1ccccn1)C1CN(S(=O)(=O)c2ccccc2)CCN1S(=O)(=O)c1ccccc1 (centres undefined)
 : -0.7	42	2%	6%	-0.1%	i	48	-18	712	-8%	-17%	x
CC(C)COC(=O)c1ccc(NC(=O)C2C3C=CC(C3)C2C(=O)O)cc1 (centres undefined)
 : -0.4	47	17%	-4%	-0.2%	i	24	x	x	-5%	u	2%
COC(=O)c1c(C(=O)OC)c(-c2ccc(C(C)(C)C)cc2)n2c1CS(=O)C2 (centres undefined)
 : 1.6	42	-16%	1%	0.1%	i	44	x	x	-4%	3%	4%
CCc1nc2c(cnn2-c2ccc(Cl)cc2)c(=O)n1-c1ccc(OC)cc1
 : 20	84	2%	-2%	0.0%	i	45	x	x	-1%	13%	9%
Cn1ncc(Cl)c1C(=O)NCC1CCCO1 (centres undefined)
 : -0.1	78	-9%	-5%	-0.1%	i	13	-7	640	-6%	0%	9%
CCN(CC)S(=O)(=O)c1cccc(NC(=O)C2SC(=Nc3ccc(C)cc3C)C(C(=O)NCC3CCCO3)=C2N)c1 (centres undefined)
 : 18	100	-6%	11%	0.0%	i	9	11	751	9%	15%	-2%
CCOc1ccc(N(CC(=O)NN=C2CCCC2)S(C)(=O)=O)cc1
 : 0.8	81	-8%	-6%	-0.2%	i	59	0	693	-5%	2%	3%
COc1cc(/C=N\Nc2nc(-c3cccs3)c(NC(C)=O)s2)ccc1O
 : -1.3	60	-2%	-13%	-0.3%	i	38	12	665	0%	28µM*	13%

Printed as active in MgcRacGAP inhibition, among the entries above:
compound	GPR35 antagonists	T cell HTS	T cell HTS vesicle-bound %	LYP phosphatase	Large T inhibition	MgcRacGAP inhibition
COc1cc(/C=N/NC(=O)CNc2n[nH]c(=O)[nH]c2=O)ccc1O	-6%	i	42	-3%	8.9µM*	36µM*

(listing goes on)
Below each SMILES: NTR1 agonist	NTR1 agonist cell count 20 µM	GPR35 antagonists	GPR55 antagonists	GPR55 activation	T cell HTS	T cell HTS vesicle-bound %	Lipid droplet	Lipid droplet cells 6.5 µM	LYP phosphatase	Large T inhibition	MgcRacGAP inhibition
COc1ccc(CCC(=O)N2CCN(c3cccc(C)c3C)CC2)cc1
 : 1.1	43	4%	4%	-0.2%	i	40	-7	796	-6%	9%	0%
Cc1ccc(S(=O)(=O)N2CCCCC2)cc1NC(=O)Cn1cnnn1
 : -0.5	44	1%	4%	-0.1%	i	25	2	775	-2%	23%	15%
NC(=O)CSCc1c(Cl)cccc1Cl
 : -0.2	50	-3%	8%	-0.2%	i	14	2	741	-7%	-1%	5%
O=C1Oc2ccccc2C(=O)/C1=C/N1CCN(c2ccccc2F)CC1
 : -1.3	62	-7%	0%	0.6%	i	32	-7	678	2%	9%	10%
CC1(C)Cc2ccccc2-c2nnc(SCC(=O)Nc3ccc4c(c3)OCO4)n21
 : -0.4	93	14%	10%	0.2%	i	28	-4	693	3%	-1%	10%
CC1Oc2ccccc2N(CC(=O)NCc2ccc3c(c2)OCO3)C1=O (centres undefined)
 : -0.6	48	14%	9%	-0.1%	i	50	-4	720	-8%	0%	8%
Cn1c(CN2CCN(c3ccc(Cl)cc3)CC2)nc2ccccc21
 : 1.5	49	-4%	4%	-0.1%	i	43	x	x	-6%	-10%	2%
COc1ccc(N2CCN(C(=O)CCc3nnc4ccc(N5CCC(C)CC5)nn34)CC2)cc1
 : 1.6	53	2%	14%	-0.1%	i	31	-27	673	-4%	12%	6%
CCOn1c(=O)c(-c2ccc(F)cc2)[n+]([O-])c2ccccc21
 : 3.0	71	-14%	-6%	-0.1%	i	33	1	827	-2%	4%	9%
O=C(O)c1cccc(-c2ccc(/C=N/Nc3nn[nH]n3)o2)c1
 : -0.2	54	-6%	4%	-0.1%	i	14	1	697	2%	7%	10%
Cn1c(CCN2CCCCC2)nc2cc(NC(=O)Nc3ccccc3)ccc21
 : -2.2	74	17%	7%	0.5%	i	19	x	x	-5%	u	8%
O=C(CSc1nc2ccccc2[nH]1)N/N=C/c1ccncc1
 : -1.2	60	2%	-3%	-0.1%	i	30	0	706	-9%	2%	x
COc1c(Cl)ccc(Cl)c1C(=O)NC(=O)Nc1nc(C)cc(C)n1
 : 0.2	76	14%	11%	0.4%	i	8	-84	414	-2%	0%	-5%
O=C(NCc1cccnc1)C(=O)NCC(c1ccco1)N1CCN(c2ccccc2)CC1 (centres undefined)
 : -0.2	78	2%	1%	0.3%	i	4	-37	652	-10%	17%	8%
Nc1nc(-c2ccc(F)cc2)cs1
 : 0.8	64	18%	5%	-0.1%	i	21	0	698	-10%	20%	12%
O=C(CN1C(=O)S/C(=C\c2ccc(F)cc2)C1=O)NCCCn1ccnc1
 : -0.3	53	-12%	16%	-0.1%	i	31	-6	697	0%	10%	8%
O=C(CSc1nnc(-c2ccccc2F)o1)N1CCCC1
 : 1.1	45	2%	11%	-0.1%	i	12	-3	695	-11%	9%	3%
Nn1c(SCc2cccc3ccccc23)nnc1-c1ccco1
 : -1.5	102	-6%	8%	-0.1%	i	14	x	x	-7%	1%	7%
N#CCCN(Cc1cccs1)C(=O)c1ccc(Cl)cc1
 : 8.7	48	7%	5%	0.2%	i	30	9	737	-4%	4%	2%
Cc1[nH]c2ccccc2c1C(=O)C(=O)NCCOc1ccccc1
 : 2.1	50	15%	17%	0.6%	i	26	-13	683	-2%	3%	5%
COc1cc(Cl)ccc1S(=O)(=O)n1nc(C)cc1C
 : 0.0	61	8%	-5%	-0.1%	i	11	-9	780	-2%	4%	0%
CSc1ncccc1C(=O)NNc1cc(Cl)ccc1Cl
 : -1.7	93	-16%	0%	-0.1%	i	28	x	x	-5%	15%	8%
Cc1ccc(S(=O)(=O)N(CC(=O)NC2CC2)c2ccc(C)c(Cl)c2)cc1
 : 0.1	72	-5%	6%	0.4%	i	8	-3	790	-13%	10%	6%
